HTT ATP protect – Huntington cell model cytoprotection by ATP luminescence. PC12 HTT-Q103 induced, cytoprotection, ATP luminescence, 40 h. Potency, µM (doses to about 56.4 µM), for inactives: cytoprotection (ATP increase), usual class: activators. 230,000 compounds, 0.14% hits. AID 1471;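 further: potency means the concentration at half of the fitted maximal effect; % of control where 0% means no effect; nearly all actives have a fitted effect of over 45% in size; toxic huntingtin expression switched on by the ecdysone agonist tebufenozide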
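PC12 cells with ecdysone-inducible HTT exon 1 Q103-GFP, induced with 100 nM tebufenozide and co-treated with library compounds in a dose series (1536-well, 1500 cells/well). Cytoprotection read as ATP content by ATPlite luminescence.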
GAA glycogen mod – GAA glycogen-cleavage inhibition or activation; P10253; recombinant GAA, glycogen substrate, Amplex Red glucose oxidase fluorescence; Potency, µM (titrated, usually from 76.4 µM), for the others: top-dose activity change, negative = inhibition, usual class: inhibitors; 300,000 compounds, 0.38% hits; AID 2100;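 further: potency means the concentration at half of the fitted maximal effect; 0% = full enzyme reaction and -100% = no-enzyme basal signal; the screen sought inhibitors and activators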
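Recombinant enzyme (4 nM final) with compounds titrated up to 77 uM and bovine liver glycogen (30 ug) in citrate pH 5.0, 0.01% Tween-20, 37 C 40 min. Released glucose detected by Amplex Red/glucose oxidase (Ex 573/Em 610); AC50 from Hill fits.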
LMNA splice mod – changes lamin A minigene splicing in HeLa cells; HeLa LMNA splicing GFP/RFP minigene ratio, 48 h; Potency, µM (top dose mostly 46.1 µM), inactives show top-dose ratio change, negative = inhibition, hits mostly inhibitors; 200,000 compounds, 0.01% hits; AID 1487; active means well fitted inhibition curve with a large enough effect in the signal ratio, with a control signal flat, not every such curve was filed as active; inconclusive means small, poorly fitted or top-dose-only effect, or effect the other way, or a change in a side signal; the % refers to the signal ratio; further: potency means the concentration at half of the fitted maximal effect; on the % scale 0 is the no-effect control and ±100 the full control effect
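S3 HeLa stable clones carrying a lamin A-EGFP splicing minigene plus DsRed2 were seeded at 600 cells/well in Opti-MEM with 2% FBS, pin-dosed and incubated 48 h at 37°C. Acumen cytometry (488 nm) gave the GFP/RFP total-intensity ratio.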
aGlu spleen mod – inhibitors or activators of human alpha-glucosidase in spleen homogenate; human spleen homogenate, 4-MU-alpha-glucoside fluorescence; Potency, µM (highest dose often 79.9 µM), for the others: at the highest dose activity change, negative = inhibition, hits mostly inhibitors; 240,000 compounds, 0.006% hits;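 further: potency means the concentration at half of the fitted maximal effect; 0% = enzyme with vehicle and -100% = no enzyme basal signal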
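AC50 values come from Hill-equation fits of concentration-response data, normalized to no-enzyme and full-activity controls. Enzyme source: 1 ug human spleen homogenate; 1 mM fluorogenic 4-MU glucoside, pH 5.0 citrate buffer, 37 C, 40 min.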
CBFb-RUNX1 inh – CBF-beta/RUNX1 interaction disruption; Q01196+Q13951; AlphaScreen CBFb-His/RUNX1-biotin binding, biochemical; Potency, µM (titrated, usually from 59.8 µM), without a hit: top-dose activity, negative = inhibition, hits mostly inhibitors; 230,000 tested, under 10 active; further: % of control where 0% means no effect
Target sequence (Q01196 whole entry, looked up): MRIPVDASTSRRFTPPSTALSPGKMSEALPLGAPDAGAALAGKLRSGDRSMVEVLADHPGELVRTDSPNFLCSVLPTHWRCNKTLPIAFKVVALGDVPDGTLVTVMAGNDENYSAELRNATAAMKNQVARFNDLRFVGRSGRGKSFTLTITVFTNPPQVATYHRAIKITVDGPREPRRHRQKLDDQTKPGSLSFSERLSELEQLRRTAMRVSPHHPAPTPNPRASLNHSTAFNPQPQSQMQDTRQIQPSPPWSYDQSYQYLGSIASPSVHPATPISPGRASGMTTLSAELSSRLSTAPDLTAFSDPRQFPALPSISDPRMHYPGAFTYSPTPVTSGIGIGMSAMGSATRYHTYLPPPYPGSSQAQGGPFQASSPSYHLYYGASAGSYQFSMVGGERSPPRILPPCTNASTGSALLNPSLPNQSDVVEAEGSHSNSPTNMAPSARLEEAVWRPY
Target sequence (Q13951 whole entry, looked up): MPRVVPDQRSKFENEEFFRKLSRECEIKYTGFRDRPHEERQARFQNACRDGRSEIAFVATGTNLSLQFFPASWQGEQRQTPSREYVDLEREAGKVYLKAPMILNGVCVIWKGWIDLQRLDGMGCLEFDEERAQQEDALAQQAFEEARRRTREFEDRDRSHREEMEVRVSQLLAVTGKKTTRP
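CBF-beta (His) and RUNX1 (biotin), 30 nM each; 20 min preassociation; + compound, 15 min; + beads 50 ng each (Ni, streptavidin), 90 min; RT; AlphaScreen read.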
GAA inhib – alpha-glucosidase (human) inhibition | 200,000 compounds, 0.005% hits | P10253 | purified human GAA, 4-MU-alpha-glucoside fluorescence | Potency, µM (top dose mostly 76.9 µM), without a hit: top-dose activity change, negative = inhibition, most hits filed as inhibitors;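 further: potency means the concentration at half of the fitted maximal effect; plate controls were uninhibited enzyme wells for no effect and no-enzyme background for full effect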
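Human enzyme at 4 nM with 400 uM 4-methylumbelliferyl-alpha-D-pyranoside, citrate/phosphate buffer pH 5.0, 0.005% Tween-20, 20 min at room temperature. Compounds up to 77 uM. 4-MU fluorescence (Ex 365/Em 440) read after NaOH/glycine stop; AC50 from Hill fit.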
HttQ103 aggreg – reduces HttQ103-GFP aggregates in PC12 cells; PC12 HttQ103-GFP aggregates, Acumen cytometry, 40 h; Potency, µM (doses to about 46.1 µM), for inactives: at the highest dose activity change, negative = inhibition, usual class: inhibitors; 220,000 compounds, 1.1% hits; further: potency means the concentration at half of the fitted maximal effect; on the % scale 0 is the no-effect control and ±100 the full control effect; nearly all actives have a fitted effect of over 60% in size
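Steps: seed 1500 PC12 HTTQ103-GFP cells/well; add tebufenozide, 100 nM final; add compound titration; add ATPLite reagent; quantify GFP aggregates by laser scanning cytometry.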
* hit, by the source's call; ? = inconclusive; . = no result given; & = joins results of further samples; [ ] = another dose, or the depositor's remark. Unless noted, the call rests on the fitted dose curve; in most records, active means well fitted curve in the direction sought with a large enough effect; inconclusive means small, poorly fitted or top-dose-only effect, or another doubt; inactive means no such curve, though single readings can be large; an effect the other way counts as inactive or inconclusive. Compounds as they come; overall some 1.5% were active at least once.

compound,LMNA splice mod,HttQ103 aggreg,aGlu spleen mod,HTT ATP protect,CBFb-RUNX1 inh,GAA glycogen mod,GAA inhib
O=C(NCc1ccco1)C(=O)c1cn(CC(=O)N2CCCCCC2)c2ccccc12,.,-12%,-6%,4%,-7%,7%,0%
NC(=O)c1ccsc1NC(=O)CN1C(=O)C2CC=CCC2C1=O (stereo not drawn),8%,15%,-5%,-11%,6%,-3%,-3%
Cc1ccc(C(=O)N2CCN(CCNC(=O)C(=O)NC(C)C)CC2)cc1,8%[46 µM],14%[9.22 µM],4%,16%[10 µM],0%,-8%,-3%
Cc1ccc[n+](-c2[nH]c(=O)sc2/C=N/N=C(\[O-])CCn2c3ccccc3c3ccccc32)c1,.,-6%[9.22 µM],0%,13%[10 µM],-2%,2%,.
Cc1ccc(-n2c(SCC(N)=O)nc(O)cc2=O)cc1,-6%,-3%,-4%,.,5%,10%,0%
COc1ccc(C(O)c2nccn2Cc2ccccc2)cc1OC (stereo not drawn),-4%,-25%,5%,2%,-6%,8%,-6%
CC(C)CCNC1=NCCCCC1,5%,16%,-7%,-35%,0%,9%,2%
O=c1c2ccccc2nc2c3ccccc3c(NCCO)nn12,.,-3%,-20%,-32%,7%,-6%,?

compound,LMNA splice mod,HttQ103 aggreg,aGlu spleen mod,HTT ATP protect,CBFb-RUNX1 inh,GAA glycogen mod,GAA inhib
COc1cc(C2NC(=O)NC(c3ccccc3)=C2C(C)=O)cc(Cl)c1OCC(=O)O (stereo not drawn),.,-14%,10%,-5%,2%,-1%,1%
Cc1ccc(S(=O)(=O)C2(C(=O)N3CCCCC3C)CC2)cc1 (stereo not drawn),6%,1%,4%,12%[10 µM],5%,6%,0%
Cc1occc1C(=O)NNC(=S)NCc1ccccc1,1%,8%,-5%,29%[10 µM],-6%,-5%,-3%
CCCCCCCOc1ccc(-c2ccc(C#N)cn2)cc1,16%,7%,3%,11%[10 µM],3%,1%,-1%
O=C(O)CCSCC(=O)c1ccc2c(c1)OCCO2,2%,-3%,-4%,-3%,3%,-1%,-1%
COc1cc(NC(=O)CSc2nncn2C)cc(OC)c1OC,0%[46 µM],3%[9.22 µM],-6%,30%,7%,-14%,8%
Cc1ccc(Cl)cc1NC(=S)N(Cc1cccs1)C1CCCC1,-9%[46 µM],2%,-2%,-26%,-3%,2%,?
C/C(=N\Nc1cc(Cl)nc(C)n1)c1ccc(Cl)c(Cl)c1,-2%,11%,3%,21%[10 µM],11%,-5%,1%

compound,LMNA splice mod,HttQ103 aggreg,aGlu spleen mod,HTT ATP protect,CBFb-RUNX1 inh,GAA glycogen mod,GAA inhib
COc1ccccc1NC(=S)NCc1ccc2c(c1)OCO2,-1%,7%,4%,-6%[0.074 µM],6%,-3%,0%
N#Cc1ccc(C(=O)N2CCN(S(=O)(=O)c3ccc(Br)s3)CC2)cc1,.,11%,3%,-25%,8%,-6%,-12%
CCCCCc1cc(=O)oc2c(C(CCN3CCCC(C)C3)c3ccc(OC)cc3)c(OC)cc(OC)c12 (stereo not drawn),.,2%[9.22 µM],-1%,-28%[10 µM],4%,-3%,.
OC(COc1ccc2c(c1)CCC2)CN1CCN(c2ccccc2F)CC1 (stereo not drawn),?,?,5%,-14%[10 µM],13%,-2%,?
COC(=O)COc1ccc(S(=O)(=O)NCc2cccnc2)cc1,6%,6%,-7%,0%[0.074 µM],4%,6%,-8%
CCCCC(=O)NCCc1c(Cc2ccccc2)[nH]c2ccccc12,.,.,-6%&0%,-95%&-1%[inhibitor],12%,.,.
Cc1cc(C(=O)OCC(=O)N2CCc3ccccc32)c(C)o1,-6%,-18%,-10%,-16%[10 µM],-2%,3%,-1%
Cc1ccc(SCCNC(=O)c2ccc(C)c([N+](=O)[O-])c2)cc1,16%[0.0737 µM],3%,-4%,-7%,2%,-1%,-3%

compound,LMNA splice mod,HttQ103 aggreg,aGlu spleen mod,HTT ATP protect,CBFb-RUNX1 inh,GAA glycogen mod,GAA inhib
O=c1c2c3nc4ccccc4nc3n(-c3ccc4c(c3)OCCO4)c2ncn1CC1CCCO1 (stereo not drawn),-2%,-1%,-1%,7%[0.074 µM],0%,6%,-5%
CC1(c2ccc(OC(F)F)cc2)NC(=O)N(CC(=O)Nc2ccc3c(c2)OCO3)C1=O (stereo not drawn),13%,13%,6%,0%[10 µM],3%,0%,-6%
NC(Cc1cccc2nsnc12)C(=O)O (stereo not drawn),6%,-9%,1%,-13%,3%,-8%,-7%
COc1cccc(C(=O)NCc2ccccc2OC)c1,7%,-9%,?,-16%,-2%,-1%,-1%
CC(=O)c1ccc(N2CCN(C(=O)Cc3n[nH]c(=O)c4ccccc34)CC2)cc1,.,-4%,-8%,.,1%,-12%,-7%
COC(=O)c1ccc(C(=O)OC)c(NC(=O)CN(c2ccc3c(c2)OCO3)S(C)(=O)=O)c1,6%,4%,-8%,2%,1%,-1%,-4%
COc1ccc(-c2cc(Nc3ccccc3NC(=O)C(F)(F)F)n(CCC#N)n2)cc1,-8%,-14%,-3%,9%[1.9 µM],4%,35µM*,-1%
COC(=O)c1ccc(NC(=O)c2ccc(N(C)S(C)(=O)=O)cc2)cc1,?,-6%,-5%,-11%[0.074 µM],0%,-5%,-7%

compound,LMNA splice mod,HttQ103 aggreg,aGlu spleen mod,HTT ATP protect,CBFb-RUNX1 inh,GAA glycogen mod,GAA inhib
O=C(NCc1cccnc1)/C(=C/c1ccco1)NC(=O)c1ccccc1,10%,24%,-19%,-14%,4%,2%,0%
Cc1ccc(C)c(NC(=O)C2CC3c4ccccc4C2c2ccccc23)c1 (stereo not drawn),3%,-8%,1%,-5%,0%,6%,5%
Cc1ccc(N(CC(=O)N2CCn3c2nc2ccccc23)S(=O)(=O)c2c(C)n[nH]c2C)cc1,18%,4%,-7%,-10%,1%,-8%,?
Cc1oc(-c2ccccc2)nc1C(=O)N1CCN(c2ccc(F)cc2)CC1,8%[46 µM],0%,3%,11%[10 µM],16%,-5%,0%
NC(N)=NN=C1CCCCCCCCCCC1,.,-13%[9.22 µM],-1%,-8%[10 µM],1%,4%,-7%[15.4 µM]
CC1=C(C#N)C(c2ccc(O)cc2)C(C#N)=C(C)N1,.,-12%[9.22 µM],4%,-3%[10 µM],2%,-3%,.
CCc1ccc(/C=C2\SC(=S)N(CCC(=O)NC3=NCCS3)C2=O)cc1,.,-2%,0%,13%,-7%,10%,1%
CCCCC/C=C\C/C=C\C/C=C\C=C\C(=O)CCCC(=O)O,.,.,3%&-3%,14%&5%,-11%&17%,.,.

compound,LMNA splice mod,HttQ103 aggreg,aGlu spleen mod,HTT ATP protect,CBFb-RUNX1 inh,GAA glycogen mod,GAA inhib
CC1CCc2nn(CC(=O)NCCCN3CCCCC3)cc2C1 (stereo not drawn),-3%,-10%,-5%,-13%,2%,0%,3%
COCCn1c(C)cc(C(=O)COC(=O)c2ccc(NC(=O)CC#N)cc2)c1C,7%,33%,-2%,-15%,-13%,-9%,-7%
CN(CCNS(=O)(=O)c1ccc2c(c1)oc(=O)n2C)Cc1ccccc1,0%,-2%,2%,4%[10 µM],7%,3%,-2%
CCN(CC)S(=O)(=O)c1ccc(N2CCOCC2)c(NC(=O)C23CC4CC(CC(Cl)(C4)C2)C3)c1,3%,-5%,0%,.,5%,-2%,6%
COC(=O)C/C=C\[C@@H](C)[C@@H](/C=N\O[C@@H](C)c1cc(-c2c(C)cc(C)cc2C)no1)NS(=O)(=O)c1ccc(C)cc1,.,.,1%[17.4 µM],-11%[10 µM],-1%[13.1 µM],.,.
COc1ccc(OC)c2sc(NNC(=O)C3COc4ccccc4O3)nc12 (stereo not drawn),.,-1%,3%,.,4%,?,-3%
CCc1cccc(C)c1NC(=S)NCC(c1cccnc1)N(C)C (stereo not drawn),.,-9%,3%,-4%,-1%,2%,2%
COC(=O)[C@H](CCSC)NC(=O)Nc1ccc(C)c(C)c1,10%,-6%,-9%,10%,1%,-1%,-2%

compound,LMNA splice mod,HttQ103 aggreg,aGlu spleen mod,HTT ATP protect,CBFb-RUNX1 inh,GAA glycogen mod,GAA inhib
C[C@@H](C(=O)NCCF)[C@H]1C[C@]1(C)[C@H](NC(=O)OCc1ccccc1)c1ccccc1,.,.,0%,-1%,17%,.,.
O=C(/C=C/c1ccc(Cl)c(Cl)c1)N1CCc2ccccc21,-18%,-13%,-1%,10%[10 µM],-1%,17%,4%
Cc1nn(Cc2ccc(Cl)cc2)c(C)c1NC(=O)CCCn1nc(C)c([N+](=O)[O-])c1C,-33%,-1%,-5%,25%[10 µM],-7%,1%,4%
O=C(COc1ccc(Cl)cc1Cl)NCc1ccncc1,?,-7%,9%,-12%[10 µM],1%,-6%,0%
COC(=O)CCc1c(C)nc(N)[nH]c1=O,-1%,23%,0%,-6%,0%,3%,4%
O=C(Cc1c(C(=O)O)[nH]c2ccccc12)NCCN1CCN(c2cccc(Cl)c2)CC1,4%,-8%,-2%,5%,-2%,5%,?
CC(C)(C)C(=O)Nc1cccc(-c2ncon2)c1,.,-10%[9.22 µM],0%,10%[10 µM],3%,1%,8%
O=C(Nc1cccc(C(F)(F)F)c1)/C(=C\c1ccco1)NC(=O)c1cccs1,-13%,11%,0%,7%[1.9 µM],7%,0%,-3%

compound,LMNA splice mod,HttQ103 aggreg,aGlu spleen mod,HTT ATP protect,CBFb-RUNX1 inh,GAA glycogen mod,GAA inhib
O=C(NCc1cccs1)C1CCN(S(=O)(=O)c2cccc3cccnc23)CC1,-5%,4%,-3%,-4%,1%,-5%,-7%[15.4 µM]
CC(=O)c1cccc(N(CC(=O)N2CCOCC2)S(C)(=O)=O)c1,-4%,-17%,-3%,-1%[0.074 µM],5%,4%,-13%
Cc1cc(-c2n[nH]c(=S)n2/N=C/c2cccc([N+](=O)[O-])c2)n[nH]1,-1%,-1%,3%,.,-5%,2%,9%
COc1ccc(C2NCCO2)cc1OC (stereo not drawn),8%,-22%,-9%,-17%,3%,-3%,-1%
Oc1ccc2ccccc2c1/C=N/Nc1nnc(-c2ncc[nH]2)c2ccccc12,?,0.79µM*,0%,-76%[inhibitor][10 µM],-23%,7%,-8%
CC1(C)CC(=O)c2cc(C(=O)NC3CCSC3=O)c(=O)n(-c3ccc(Cl)cc3)c2C1 (stereo not drawn),-1%,7%,-3%,7%[0.074 µM],3%,-2%,6%

Assay outcomes from PubChem BioAssay.
